Source: PubChem
APJ antagonist = antagonists of human apelin receptor APJ, primary screen, CHO-K1 cells, beta-arrestin complementation, luminescence; P35414; inhibition, % at 20 µM; 0.32% of 330,000 active; AID 2521, 2010;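 active means inhibition above about 40% at 20 µM, limit read from the data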;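 further: cells challenged with 10 nM apelin-13 agonist together with compound; plate controls were apelin-13 plus DMSO wells for no effect and DMSO wells lacking apelin-13 for full effect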
CHOP UPR activ = activators of apoptotic CHOP UPR arm, primary screen, cell-based, CHO-CHOP luciferase reporter, luminescence, uHTS; UPR activation; percent of tunicamycin response over DMSO baseline; activation, % at 10 µM; 0.34% of 330,000 active; AID 449763, 2010;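 active means at 10 µM dose, activation of 40% or more, normalized to positive control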;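 further: 100% = tunicamycin at 10 µg/mL and 0% = DMSO alone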
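Test system: CHO CHOP reporter cells. Input: 500 CHO-CHOP cells per well. Medium: F12 with 10% FBS. Technique: luciferase luminescence. Measure: percent activation relative to tunicamycin control. Dosing: 10 µM compound, 0.5% DMSO. Timing: 16-18 h cell attachment, then 6 h compound exposure, 37 °C.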
Mdm2-MdmX inh = inhibitors of human Mdm2-MdmX association, primary screen, cell-based, luminescence, split luciferase, SaOS-2, uHTS. Protein Mdm4 (Homo sapiens) + E3 ubiquitin-protein ligase Mdm2 (Homo sapiens), …. SaOS-2 split-luciferase Mdm2/MdmX complementation. inhibition, % at 8 µM. 3% of 330,000 active;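 active means inhibition of at least 50% at 8 µM in the primary screen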
Target sequence (O15151 whole entry, looked up): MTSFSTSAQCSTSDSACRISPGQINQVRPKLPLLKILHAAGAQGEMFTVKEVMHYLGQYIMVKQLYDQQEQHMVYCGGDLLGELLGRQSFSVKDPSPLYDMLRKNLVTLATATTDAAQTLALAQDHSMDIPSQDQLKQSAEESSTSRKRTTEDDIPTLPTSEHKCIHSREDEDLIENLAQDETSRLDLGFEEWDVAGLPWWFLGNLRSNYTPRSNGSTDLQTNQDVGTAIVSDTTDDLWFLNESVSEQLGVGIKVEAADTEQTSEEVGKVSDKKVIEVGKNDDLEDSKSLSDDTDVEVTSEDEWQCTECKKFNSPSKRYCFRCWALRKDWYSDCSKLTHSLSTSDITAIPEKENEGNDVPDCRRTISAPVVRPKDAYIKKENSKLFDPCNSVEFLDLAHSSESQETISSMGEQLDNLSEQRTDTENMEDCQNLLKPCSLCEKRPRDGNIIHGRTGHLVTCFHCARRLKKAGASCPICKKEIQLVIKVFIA
Target sequence (Q00987 whole entry, looked up): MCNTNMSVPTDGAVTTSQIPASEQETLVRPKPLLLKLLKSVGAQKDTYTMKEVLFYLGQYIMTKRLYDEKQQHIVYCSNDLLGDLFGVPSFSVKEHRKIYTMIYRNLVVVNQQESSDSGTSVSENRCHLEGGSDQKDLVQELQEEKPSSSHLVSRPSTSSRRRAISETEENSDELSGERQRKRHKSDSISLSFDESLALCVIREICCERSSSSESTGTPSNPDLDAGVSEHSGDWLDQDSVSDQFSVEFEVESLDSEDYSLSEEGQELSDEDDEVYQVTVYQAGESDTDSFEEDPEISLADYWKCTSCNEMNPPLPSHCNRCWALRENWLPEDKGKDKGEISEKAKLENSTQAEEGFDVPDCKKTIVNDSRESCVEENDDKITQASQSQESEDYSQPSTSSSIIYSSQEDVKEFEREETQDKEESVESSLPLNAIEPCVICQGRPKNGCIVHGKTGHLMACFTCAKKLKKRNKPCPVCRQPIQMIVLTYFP
tim23-1 inh = growth inhibitors of tim23-1 mutant yeast, primary screen, luminescence, uHTS. S. cerevisiae tim23-1 growth, BacTiter-Glo luminescence, 24 h. inhibition, % at 20 µM. 1.3% of 330,000 active;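 active means growth inhibition of the mutant yeast at or above 50%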;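 further: temperature-sensitive mutant grown at 25 °C; plate controls were DMSO-treated mutant yeast for no effect and medium wells lacking yeast for full effect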
EBI2 antag = EBI2 receptor antagonists, beta-arrestin recruitment, primary screen, cell-based, luminescence, 7a,25-OHC stimulation, uHTS | G-protein coupled receptor 183 (Homo sapiens), P32249 | inhibition, % at 5 µM | 7a,25-OHC stimulated | 0.81% of 360,000 active; in the data active means inhibition above about 38%;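 further: enzyme fragment complementation signal reports receptor beta-arrestin coupling in cells; 0% = agonist plus DMSO wells and 100% = wells without agonist; some results beyond the cut were filed as inactive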
APJ ag = agonists of human apelin receptor APJ, primary screen, CHO-K1 cells, PathHunter beta-arrestin, luminescence | P35414 | 0% DMSO wells, 100% apelin | activation, % at 20 µM | 0.11% of 330,000 active | AID 2520, 2010;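 active means activation more than six SD over the plate average, tested at 20 µM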;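 further: 0% = DMSO alone and 100% = apelin-13 at 10 nM; some results filed as inactive read as strong as hits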
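Material: CHO-K1 APJ beta-arrestin complementation cell line; Input: cell density 1000 per well; Incubation: compound stimulation 90 min at 25 °C, detection 60 min; Signal: luminescence from split beta-galactosidase complementation, Galacton Star/Emerald II substrate; Controls: DMSO-only wells as negative, 10 nM Apelin-13 as positive control.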
XBP1 UPR activ = activators of adaptive XBP1 UPR arm, primary screen, cell-based, CHO-XBP1 luciferase reporter, luminescence, uHTS. IRE1-XBP1 UPR activation; percent of tunicamycin response, DMSO as zero. 0.33% of 330,000 active. activation, % at 20 µM;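 active means versus positive control, 20 µM dose yields 30% or more activation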;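 further: 100% = tunicamycin at 10 µg/mL and 0% = DMSO only wells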
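assay system = CHO-XBP1 luciferase reporter cells | amount = 1000 cells/well | buffer or medium = F12 plus 10% FBS | compound dosing = single point, 20 µM final compound, 1% DMSO | incubation = 16-18 h cell attachment at 37 °C, then 6 h compound exposure | detection = Steady-Glo luminescence read | controls = tunicamycin 10 µg/mL and vehicle-only wells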
CXCR6 inh = CXCR6 receptor inhibitors, primary screen, cell-based, beta-arrestin, luminescence, CHO-K1 PathHunter, 1536-well. C-X-C chemokine receptor type 6 (Homo sapiens), O00574. inhibition, % at 20 µM. 0.36% of 360,000 active. AID 602244, 2012; in the data active means inhibition above about 34%, passing the limit was not always enough;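 further: antagonist mode with CXCL16 agonist at 10 nM final; 0% = 10 nM CXCL16 with DMSO and 100% = unstimulated wells without agonist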
CCR6 antag = CCR6 receptor antagonists, primary screen, cell-based, CHO-K1, luminescence, beta-arrestin, uHTS | C-C chemokine receptor type 6 (Homo sapiens), P51684 | CHO-K1 CCR6 PathHunter beta-arrestin, CCL20-stimulated | inhibition, % at 20 µM | 0.49% of 340,000 active;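 active means compounds whose inhibition of the agonist-driven luminescence signal at 20 µM reaches about 50%, limit read from the data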;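 further: cells stimulated with CCL20 at 14 nM final; plate controls were DMSO with CCL20 for no effect and DMSO without agonist for full effect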
* = called active by the depositor. Not all compounds are listed; rates above refer to the full screens.

SMILES	APJ antagonist	CHOP UPR activ	Mdm2-MdmX inh	tim23-1 inh	EBI2 antag	APJ ag	XBP1 UPR activ	CXCR6 inh	CCR6 antag
O=C(COC(=O)c1ccc(Cl)nc1)NNC(=O)c1ccc(Br)cc1	-5	-2.9	3	-9	-13	0	-1	-10	-19
Cc1cc(=O)[nH]c(S/C=C/c2ccccc2)n1	2	1.5	-26	24	5	1	2	-3	-27
O=C(c1ccncc1)N1CCN(S(=O)(=O)c2ccccc2F)CC1	6	0.7	-21	-6	5	-1	1	1	0
Cc1noc2ncnc(Sc3c(Cl)cccc3Cl)c12	1	6.9	54*	5	-46	5	-4	14	-12
CCn1c2ccc(C)cc2c2nnc(SCCN3CCCCC3)nc21	12	-0.3	20	-2	3	-6	2	16	6
Cc1cc(C)n(C(=O)c2ccc([N+](=O)[O-])cc2Cl)n1	-35	0.7	-30	21	1	9	0	-14	-10
COP1(=O)C[C@@H](O)[C@@H](O)[C@@H](COCc2ccccc2)O1 (stereo partly specified)	-5	0.1	10	6	-5	10	0	-9	2
CNC(=O)COc1ccc2oc3c(c2c1)CCCC3	7	1.2	13	12	3	0	1	-2	16
CC1CCCCN1C(=O)CNCC1CCCO1 (stereo unspecified)	8	0.4	1	3	3	-3	6	4	-6
O=C(Nc1cccc(-c2csc(Nc3cccc(C(F)(F)F)c3)n2)c1)c1cc([N+](=O)[O-])cc(C(F)(F)F)c1	-134	24	64*	4	47*	9	9	-12	0
O=S(=O)(NCc1csc(-c2cccnc2)n1)c1ccc2c(c1)OCCO2	-10	-1.8	14	12	15	-4	-2	2	13
Cc1cnc(NC(=O)CSc2nnc(COc3c(C)cccc3C)o2)s1	16	-1.3	10	9	-7	-1	4	1	-7
CN(c1ccc(OCC(=O)OCC(=O)Nc2ccc(OC(F)F)cc2)cc1)S(=O)(=O)c1cccs1	14	-0.2	-4	-2	2	0	3	4	1
Cc1ccc(NC(=O)c2noc(C(C)C)c2[N+](=O)[O-])cc1	3	3.9	3	34	-13	1	8	3	-3
CNC(=S)NNC(=O)Cc1ccc(OC)cc1	-10	0.2	3	-23	-7	-3	2	-3	-7
O=C(CCCc1ccccc1)NCCN1CCOCC1	-4	0.5	6	0	-10	-1	0	-3	10
CC(=O)N1c2ccc(S(=O)(=O)N3CCCC3)cc2CC1C(=O)NCc1cccc(F)c1 (stereo unspecified)	-2	1.7	10	5	-1	-4	1	4	-2
CCn1c(CNC(=O)Cc2ccc(OC)cc2)nnc1SCC(=O)NC1CCCCC1	12	-0.7	6	6	0	-1	-3	-5	10
C=CCOC(=O)C1=C(C)NC(=S)NC1c1cccs1 (stereo unspecified)	0	5.7	10	11	-25	-2	-1	3	11
C[C@@H]1C=C(C(=O)O)O[C@H](OCc2ccc(CO)cc2)C1	11	-0.8	-7	9	-18	6	-1	2	2
CN(Cc1ccccc1)C(=O)Cn1c(=O)c2cccn2c2cccnc21	-31	1.3	9	27	-1	-5	-3	-3	8
C=CCn1c(SCC(=O)N2CCCCCC2)nc2ccccc2c1=O	5	-1.8	30	-1	-2	-3	0	8	2
CC(C)(C)Cc1nnc(NC(=O)CSc2ccccc2)s1	-4	6.1	-23	7	-4	1	-2	8	-7
COc1ccccc1CN1C(=NC(=O)CCC2CCCC2)SC2CS(=O)(=O)CC21 (stereo unspecified)	47*	-0.6	28	16	-5	-2	2	-7	8
O=C(c1ccc(F)cc1F)N1CCN(c2ncccn2)CC1	-1	-0.1	6	13	-5	-4	0	8	25
CCN(CC(=O)Nc1ccc(Br)c(C)c1)CC(=O)NC(C)C	17	0.7	21	-6	1	1	-2	-6	10
CCc1cc2c(=O)c(-n3cnc4ccccc43)coc2cc1O	5	2.5	10	-9	16	-2	2	-2	-12
Cc1ccc(C(=O)Nc2nc(C)c(C(=O)Nc3ccc4c(c3)CCC4)s2)cc1	15	2.9	15	-1	8	-3	5	11	9
O=C1COc2ccc(C(=O)COC(=O)CNS(=O)(=O)c3cccc(F)c3)cc2N1	8	2.0	-16	-5	1	-3	2	6	6
COc1ccc(/C=C/C(=O)OCc2nc3ccccc3c(=O)[nH]2)c(OC)c1	5	0.6	20	-4	11	-6	1	-2	1

Grouped by structure, those above with bromine (2)
SMILES	APJ antagonist	CHOP UPR activ	Mdm2-MdmX inh	tim23-1 inh	EBI2 antag	APJ ag	XBP1 UPR activ	CXCR6 inh	CCR6 antag
O=C(COC(=O)c1ccc(Cl)nc1)NNC(=O)c1ccc(Br)cc1	-5	-2.9	3	-9	-13	0	-1	-10	-19
CCN(CC(=O)Nc1ccc(Br)c(C)c1)CC(=O)NC(C)C	17	0.7	21	-6	1	1	-2	-6	10

(further entries)
SMILES	APJ antagonist	CHOP UPR activ	Mdm2-MdmX inh	tim23-1 inh	EBI2 antag	APJ ag	XBP1 UPR activ	CXCR6 inh	CCR6 antag
Cc1cccc(Nc2ccccc2C(=O)OCC(=O)N2CCOCC2)c1C	2	0.1	-13	12	-6	-2	1	-3	3
N#CC1=C(N)SC(N)=C(C#N)C1c1ccc([N+](=O)[O-])cc1	-23	0.6	-24	3	0	1	-1	5	15
COCC(C)n1c(SCC(=O)Nc2sccc2C(N)=O)nc2ccccc2c1=O (stereo unspecified)	2	1.2	6	20	-3	-3	1	4	-7
COC(=O)c1ccc(-n2nnnc2SCC(=O)Nc2cc(OC)ccc2OC)cc1	-6	-2.3	-9	13	-6	2	-4	-4	-1
CN(CC(=O)NC1CCCC1)S(=O)(=O)c1cnc[nH]1	-5	0.7	5	-2	-9	-3	11	-11	-1
CCCc1ncc(CN2CCC(C(=O)Nc3cccc(-c4cscn4)c3)CC2)cn1	11	0.6	25	8	-14	-3	-5	0	19
c1ccc(SCc2cn3cccnc3n2)nc1	4	9.7	9	8	1	-3	0	0	-7
O=C(COc1ccc(Br)cc1)NC1CC1	-22	2.0	3	3	7	10	-6	-7	8
c1ccc(OCc2nnc3n2N=C(c2ccccc2)CS3)cc1	18	4.1	3	-1	8	-6	2	8	18
CCN(CC)C(=O)CSc1nc(O)c(Cc2ccc(OC)cc2)c(=O)[nH]1	7	1.2	-10	8	1	-4	0	-10	9
O=C(COc1ccc2ccc(=O)oc2c1)Nc1cc([N+](=O)[O-])ccc1F	-1	2.3	18	-11	-3	6	0	-9	-3
CCOc1ccccc1NC(=O)CN(Cc1ccccc1)S(C)(=O)=O	11	-0.3	23	33	1	-4	3	6	16
CCC(=O)Nc1c2c(nn1-c1ccc(C)cc1C)CSC2	-15	1.5	18	18	-3	0	-4	5	6
COc1ccc(S(=O)(=O)N2CCCC2)cc1Br	16	0.2	13	7	-5	-2	-1	-17	-2
COC(=O)c1sc(NC(=S)NC(=O)c2ccccc2F)nc1C	11	5.2	-73	1	0	-2	-3	5	14
COC(=O)c1ccc(COc2ccccc2/C=C(\C#N)C(=O)NC(C)C)cc1	-21	9.7	0	21	17	2	1	-6	-8
CN1CCN(S(=O)(=O)c2cccc(C(=O)Oc3cccc(C#N)c3)c2)CC1	3	-0.4	28	21	-19	3	-1	4	-7
N#CCC(=O)Nc1ccc(C(=O)NNC(=S)NC2CC2)cc1	5	-0.7	23	-13	-2	-1	-1	2	13
Cn1nc(C(=O)Nc2nc3ccc(S(C)(=O)=O)cc3s2)ccc1=O	21	1.1	5	17	1	-5	-2	-1	10
O=C(c1cc2cc(F)ccc2[nH]1)N1CCC(Cc2ccccc2)CC1	9	3.9	-5	21	88*	-1	4	-4	11
CC(CC(=O)Nc1nnc(CC(C)(C)C)s1)c1ccccc1 (stereo unspecified)	-5	2.4	2	21	-11	2	-2	-12	-2
Cc1noc(C)c1C(=O)Nc1ccccc1N1CCCC1	-5	1.5	-41	13	-10	-2	0	1	0
COc1cccc(CC(=O)Nc2ccc(S(=O)(=O)Nc3nc(C)cc(C)n3)cc2)c1	-3	-0.3	-22	5	1	-4	-3	-7	-4
O=C(CCS(=O)(=O)c1ccc(Br)s1)NCc1ccc2c(c1)OCO2	-3	-1.4	12	0	0	-2	1	2	-10
COc1ccc(C2/C(=C(/O)c3ccc(S(=O)(=O)N4CCOCC4)cc3)C(=O)C(=O)N2CCN2CCOCC2)cc1 (stereo unspecified)	12	1.0	8	11	2	-2	0	-2	-2
O=C(NCC1CCC(C(=O)O)CC1)c1cccnc1 (stereo unspecified)	-7	-1.7	-10	-9	-5	-3	0	-2	11
Cc1ccc(NC(=O)C2CCCN(c3ncccn3)C2)c(C)c1 (stereo unspecified)	16	5.1	-39	6	-1	-2	1	-1	18
COc1ccccc1-c1nnc(-c2ccc(C)cc2)o1	11	6.3	-52	34	16	-6	-1	-8	9
CCN(CC)CCNC(=O)c1ccc(NC(=O)c2cccc(-n3cnnn3)c2)cc1	-53	0.7	12	-11	10	-1	0	-13	8
CCOC(=O)c1cccc(NC(=O)N[C@@H](C)C(=O)OC)c1	-25	-1.7	-25	10	-7	-4	1	-5	-16
O=C(O)CCc1ccccc1OC(=O)c1ccccc1	3	-0.6	26	11	-3	0	1	4	12
Brc1ccc(C2=NC(Cc3ccccc3)CO2)cc1 (stereo unspecified)	-3	1.3	-55	12	-14	5	4	4	12
CC1CCCCC12NC(=O)N(CC(=O)Nc1ccc(Cl)c(S(=O)(=O)N3CCOCC3)c1)C2=O (stereo unspecified)	-30	-0.2	6	18	-6	-6	0	0	7
C[C@@H](C(=O)OCC(=O)NCCc1ccc(S(N)(=O)=O)cc1)N1C(=O)C2CCCCC2C1=O (stereo partly specified)	-1	0.4	-15	19	-4	-1	-3	-3	12
Cc1ccccc1CN1CCN(C(=O)CC(C)C)CC1	7	1.8	12	-1	4	-1	-3	0	16
CCOC(=O)C1CCN(C(c2ccc(OC)c(OC)c2)c2sc3nc(C)nn3c2O)CC1 (stereo unspecified)	-1	-0.5	4	13	-3	8	-1	-13	3
CCOC(CNC(=O)CN1C(=O)COc2ccc(S(=O)(=O)N3CCOCC3)cc21)OCC	-28	-1.3	10	11	8	3	-5	6	7
CCOC(=O)c1ccc(N(CC(=O)NCC2CCCO2)C(=O)CCC(=O)Nc2cc(C)on2)cc1 (stereo unspecified)	13	0.5	23	5	-11	0	-1	-4	5
O=C(c1ccc2nccnc2c1)N1CCN(c2ccccc2)CC1	-4	1.6	3	-3	6	-4	-2	1	-5
